Screening results (PubChem)
Bcl-B Bim block: disrupts Bim peptide binding to human Bcl-B. AID 951. hit rate 0.073% among 190,000. inhibition, % at 10 µM. Q9HD36. bead-based flow cytometry;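 note: 0% = tracer peptide without compound and 100% = reference inhibitor peptide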
RGS7-Gao: modulates binding of RGS7 to human Galphao; P09471; Multiplexed bead flow cytometry; actives lie on both sides; binding response (% of control), % at 10 µM; hit rate 0.35% among 220,000; AID 1439; in the data active = binding response below about 49% or above about 150%; inconclusive = no clear call, values can overlap the other calls; inactive = in between;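 note: fluorescent Galphao held in activated GDP-AlF4 state binding bead-coupled RGS7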
RGS4-Gao reg: human RGS4-Galphao interaction regulation. AID 1415. Multiplexed bead flow cytometry, RGS4-Galphao binding; actives lie on both sides. hit rate 0.33% among 220,000. P09471. binding response (% of control), % at 10 µM; in the data active = binding response below about 49% or above about 150%; inactive = in between;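 note: fluorescent Galphao activated with aluminum fluoride binding bead-coupled RGS4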
Bcl-W Bim block: inhibitors of Bim-Bcl-W interaction, human. Q92843. bead-based flow cytometry, Bim peptide-Bcl-W binding. inhibition, % at 10 µM. hit rate 0.02% among 190,000. AID 952;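 note: 0% = bound tracer without compound and 100% = peptide blocker; higher means less fluorescent Bim peptide bound to Bcl-W beads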
Target sequence (Q92843 whole entry, looked up): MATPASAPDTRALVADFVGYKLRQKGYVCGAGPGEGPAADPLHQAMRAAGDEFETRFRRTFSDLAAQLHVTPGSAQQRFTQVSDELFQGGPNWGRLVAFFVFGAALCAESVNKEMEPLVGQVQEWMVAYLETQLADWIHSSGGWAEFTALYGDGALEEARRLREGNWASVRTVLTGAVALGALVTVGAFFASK
Bcl-XL Bim block: inhibitors of Bim-Bcl-XL interaction, human; hit rate 0.04% among 190,000; inhibition, % at 10 µM; AID 1007; Bim peptide-Bcl-XL binding, bead flow cytometry, fluorescence
Target sequence (Q07817 whole entry, looked up): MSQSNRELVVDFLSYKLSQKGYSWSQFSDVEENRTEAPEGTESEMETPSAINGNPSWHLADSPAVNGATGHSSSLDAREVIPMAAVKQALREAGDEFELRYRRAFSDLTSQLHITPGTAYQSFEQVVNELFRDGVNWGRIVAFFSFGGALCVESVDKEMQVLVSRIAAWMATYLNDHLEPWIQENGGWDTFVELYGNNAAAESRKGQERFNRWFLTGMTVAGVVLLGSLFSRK
GSH fluor: compound fluoresces at 488/530 nm on GSH beads | GSH beads flow cytometry, compound fluorescence 488/530 nm; active compounds read high | fluorescence (KMESF) at 10 µM | hit rate 0.25% among 190,000 | AID 1776; in the data active = fluorescence above about 89;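 note: glutathione beads carrying GST-tagged Bcl family fusion proteins plus one bare bead set; values are compound well signal with DMSO vehicle wells as background; inactives centre near 16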
Bcl-2 Bim block: inhibitors of Bim-Bcl-2 interaction, human. P10415. Bead-based flow cytometry, Bim peptide-Bcl-2 binding. inhibition, % at 10 µM. hit rate 0.06% among 190,000; in the data active = inhibition above about 40%; inconclusive = no clear call, values can overlap the other calls;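 note: 0% = no compound wells with probe peptide and 100% = reference peptide inhibitor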
ABCB1 block: human ABCB1 inhibition, ABCG2 as counter-screen; AID 1326; inhibition, % at 6.6 µM; P08183; CCRF-Adr cells, JC-1 efflux, flow cytometry; hit rate 0.067% among 190,000; in the data active = inhibition above about 40%;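 note: 0% = vehicle and 100% = reference inhibitor; higher value means more JC-1 retained so stronger ABCB1 efflux block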
Bfl-1 Bim block: human Bim-Bfl-1 interaction inhibition | Q16548 | Bead-based flow cytometry, Bim-Bfl-1 binding inhibition | inhibition, % at 10 µM | hit rate 0.12% among 190,000 | AID 1008;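 note: 0% = wells without compound plus tracer and 100% = blocker peptide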
Avidin fluor: avidin bead compound fluorescence profile; Avidin beads, compound fluorescence 488/530 nm, flow cytometry; active compounds read high; hit rate 0.38% among 220,000; fluorescence (KMESF) at 10 µM; in the data active = fluorescence above about 47; note: inactives centre near 10
ABCG2 inh: human ABCG2 inhibition, ABCB1 as counter-screen; inhibition, % at 6.6 µM; hit rate 0.1% among 190,000; IgMXP3 cells, JC-1 efflux, flow cytometry; Q9UNQ0;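 active = inhibition above 80%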;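 note: 0% = DMSO and 100% = nicardipine control wells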
Target sequence (Q9UNQ0 whole entry, looked up): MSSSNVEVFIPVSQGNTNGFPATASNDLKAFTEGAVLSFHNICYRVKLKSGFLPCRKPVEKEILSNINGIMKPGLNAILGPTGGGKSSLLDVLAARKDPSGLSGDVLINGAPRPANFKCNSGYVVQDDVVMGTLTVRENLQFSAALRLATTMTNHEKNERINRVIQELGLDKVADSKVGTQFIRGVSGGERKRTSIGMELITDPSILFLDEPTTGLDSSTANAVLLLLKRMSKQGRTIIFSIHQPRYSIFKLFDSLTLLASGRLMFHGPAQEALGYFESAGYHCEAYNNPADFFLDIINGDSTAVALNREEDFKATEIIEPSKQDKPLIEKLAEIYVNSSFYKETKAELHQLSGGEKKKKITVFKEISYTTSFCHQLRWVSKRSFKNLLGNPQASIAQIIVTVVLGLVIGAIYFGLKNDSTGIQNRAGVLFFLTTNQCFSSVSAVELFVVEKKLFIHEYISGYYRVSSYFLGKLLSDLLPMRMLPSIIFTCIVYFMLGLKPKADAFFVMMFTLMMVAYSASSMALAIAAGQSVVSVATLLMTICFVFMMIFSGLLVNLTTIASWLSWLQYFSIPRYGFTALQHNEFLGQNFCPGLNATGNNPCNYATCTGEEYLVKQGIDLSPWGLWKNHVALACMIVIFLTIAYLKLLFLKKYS
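Times: 10 min at 25 °C | Test system: Two drug-resistant human cell lines, ABCG2 and ABCB1 | Quantity: 3 million cells/mL final, two lines in 1:1 ratio | Signal: Flow cytometry, 530 nm JC-1 signal | Dosing: Compound at 6.6 µM | Controls: Nicardipine and DMSO wells | Reagent: JC-1 as fluorescent efflux pump substrate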
Starred values were filed as active, the others as inactive; ? = inconclusive; . = no result given. Cut-off read from the data, not from the text of the source, unless noted: active = inhibition above about 40%.

SMILES	Bcl-B Bim block	RGS7-Gao	RGS4-Gao reg	Bcl-W Bim block	Bcl-XL Bim block	GSH fluor	Bcl-2 Bim block	ABCB1 block	Bfl-1 Bim block	Avidin fluor	ABCG2 inh
Cc1cnc(NC(=O)CSc2ncc(-c3ccccc3)n2Cc2ccco2)s1	-10	100	99	-1	-5	31	-6	1.7	-14	13	23
C/C(=N\NC(=O)c1cc([N+](=O)[O-])cc([N+](=O)[O-])c1)c1ccco1	-1	?	99	-2	-2	14	1	0.3	-4	9	14
S=C1NC2=C(CCCC2)C2(CCCCC2)N1	3	101	105	0	0	17	-1	-0.5	2	6	-2
CCOC(=O)c1sc2nc(Cc3ccc(Cl)cc3)[nH]c(=S)c2c1C	-4	99	101	-5	-4	24	-8	-0.2	-5	6	0
Cc1c(C(=O)O)oc2c1ccc1ccccc12	0	98	99	-4	-3	5	0	-0.1	0	8	0
CCOC(=O)C1C(=O)CC(C)(O)C(C(=O)OCC)C1c1ccccc1 (stereo not given)	0	103	104	0	-4	29	1	5.8	-1	5	7
C/C(N)=C(/C#N)C(=O)COC(=O)c1ccc(C)c(S(=O)(=O)N2CCCCC2)c1	-2	99	99	-1	-1	15	1	0.4	-1	37	1
CC(C)NC(=O)C1CCN(C2CCN(C(=O)c3cc4c(s3)CCCCC4)CC2)CC1	-1	101	100	1	-1	26	1	0.2	-3	9	1
CCCOC(=O)c1ccc(NC(=O)/C=C/c2cccs2)cc1	-1	100	100	-2	-3	13	1	-3.5	0	3	-12
COc1ccc(N2C(=O)CSC23C(=O)N2c4c(cccc43)C(C)=CC2(C)C)cc1 (stereo not given)	-4	98	99	1	0	8	-6	3.0	-5	9	4
CC1CC2c3cccc(C(=O)O)c3C(=O)N2c2ccc(Cl)cc21 (stereo not given)	-3	?	94	7	5	12	7	0.2	5	10	0
Cc1noc(NS(=O)(=O)c2ccc(NC(=O)CS(=O)(=O)c3ccccc3)cc2)c1C	-15	101	98	-2	-10	29	-9	0.0	-14	12	0
Cc1cc(OC(=O)c2ccc(S(=O)(=O)N3CCOCC3)cc2)c([N+](=O)[O-])c(=O)[nH]1	-5	102	103	-5	-3	12	-3	0.1	-4	11	0
O=C(CN1CCCCC1)Nc1ccc(S(=O)(=O)N2CCCCCC2)cc1	0	93	97	-1	0	20	1	-2.8	-2	13	-3
Cc1cc(Nc2cccc(C(F)(F)F)c2)n2nc(C)nc2n1	1	98	100	2	0	78	-1	0.3	-4	11	4

Part of the list above in a different format:
Each structure is followed by: Bcl-B Bim block, RGS7-Gao, RGS4-Gao reg, Bcl-W Bim block, Bcl-XL Bim block, GSH fluor, Bcl-2 Bim block, ABCB1 block, Bfl-1 Bim block, Avidin fluor, ABCG2 inh
Cc1c(C(=O)O)oc2c1ccc1ccccc12
 : 0, 98, 99, -4, -3, 5, 0, -0.1, 0, 8, 0
Cc1cc(Nc2cccc(C(F)(F)F)c2)n2nc(C)nc2n1
 : 1, 98, 100, 2, 0, 78, -1, 0.3, -4, 11, 4

New compounds follow
SMILES	Bcl-B Bim block	RGS7-Gao	RGS4-Gao reg	Bcl-W Bim block	Bcl-XL Bim block	GSH fluor	Bcl-2 Bim block	ABCB1 block	Bfl-1 Bim block	Avidin fluor	ABCG2 inh
C=CCOC(=O)C1=C(C)Nc2nc3ccccc3n2C1c1ccncc1 (stereo not given)	-8	104	104	-1	-13	31	-13	4.7	-9	16	30
CC(=O)OCC12COC3c4ccccc4OC(C)(CC1C)C3C2C (stereo not given)	-3	102	100	1	-2	27	-3	1.2	-3	9	-1
c1csc(Cn2nnnc2CN2CCN(c3nc4ccccc4s3)CC2)c1	-9	98	101	0	-1	31	-9	0.8	-17	15	3
COc1cc2[nH]c(-c3ccc(C)cc3)cc(=O)c2cc1OC	-2	102	103	-3	-8	16	-2	0.0	-2	10	1
COC(=O)c1c(C)[nH]c(O)c1C=Nc1ccc(Oc2ccccc2)cc1	3	?	105	2	1	12	5	0.6	-1	14	3
CCCCN(C)C(=O)c1cc2cc([N+](=O)[O-])cc(OC)c2oc1=O	-1	97	101	-1	0	11	0	1.2	-4	18	2
CCC(=O)Nc1ccnc(-c2cccnc2)n1	-2	103	101	1	0	15	-1	0.2	-5	22	0
CCOC(=O)C1CCCN(c2cc(=O)n(Cc3ccc(F)cc3)c(=O)[nH]2)C1 (stereo not given)	-6	111	108	-7	-11	12	-3	-0.6	-3	22	-3
CC1=C(C(=O)OCC2CCCO2)C(c2cccc(O)c2)NC(=O)N1 (stereo not given)	0	99	100	-3	-6	22	0	0.9	0	34	2
Nc1nc2n(n1)C(c1ccc(F)cc1)CC(c1ccc(F)cc1)N2 (stereo not given)	1	98	98	-1	0	23	-1	0.3	4	11	2
NC(=O)COC(=O)c1ccccc1OCc1ccccc1	-1	102	102	0	-1	12	-3	0.0	-6	10	2
COc1ccc(CNc2nc3nc(C)c(Cl)c(=O)n3[nH]2)cc1OC	-5	102	98	0	-6	26	0	-0.5	-2	35	1
O=C(CNS(=O)(=O)c1ccc(F)cc1)N1CCCCCC1	-13	98	102	1	-1	22	-1	0.5	2	11	0
Cn1c(=O)oc2cc(S(=O)(=O)NCCN3CCN(c4ccccc4F)CC3)ccc21	-3	107	106	1	-2	23	-2	0.6	-8	9	1
Cc1ccc(C(=O)NCC(=O)OCC(=O)/C=C2\N(C)c3ccccc3C2(C)C)cc1C	-11	94	94	-5	-9	11	-1	0.5	-1	6	3

Exported with bars between the fields: 2 of the compounds above
canonical_smiles | Bcl-B Bim block | RGS7-Gao | RGS4-Gao reg | Bcl-W Bim block | Bcl-XL Bim block | GSH fluor | Bcl-2 Bim block | ABCB1 block | Bfl-1 Bim block | Avidin fluor | ABCG2 inh
CCOC(=O)c1sc2nc(Cc3ccc(Cl)cc3)[nH]c(=S)c2c1C | -4 | 99 | 101 | -5 | -4 | 24 | -8 | -0.2 | -5 | 6 | 0
CCC(=O)Nc1ccnc(-c2cccnc2)n1 | -2 | 103 | 101 | 1 | 0 | 15 | -1 | 0.2 | -5 | 22 | 0

4 entries from above, reformatted.
> COc1ccc(CNc2nc3nc(C)c(Cl)c(=O)n3[nH]2)cc1OC
  Bcl-B Bim block = -5
  RGS7-Gao = 102
  RGS4-Gao reg = 98
  Bcl-W Bim block = 0
  Bcl-XL Bim block = -6
  GSH fluor = 26
  Bcl-2 Bim block = 0
  ABCB1 block = -0.5
  Bfl-1 Bim block = -2
  Avidin fluor = 35
  ABCG2 inh = 1

> O=C(CNS(=O)(=O)c1ccc(F)cc1)N1CCCCCC1
  Bcl-B Bim block = -13
  RGS7-Gao = 98
  RGS4-Gao reg = 102
  Bcl-W Bim block = 1
  Bcl-XL Bim block = -1
  GSH fluor = 22
  Bcl-2 Bim block = -1
  ABCB1 block = 0.5
  Bfl-1 Bim block = 2
  Avidin fluor = 11
  ABCG2 inh = 0

> Cn1c(=O)oc2cc(S(=O)(=O)NCCN3CCN(c4ccccc4F)CC3)ccc21
  Bcl-B Bim block = -3
  RGS7-Gao = 107
  RGS4-Gao reg = 106
  Bcl-W Bim block = 1
  Bcl-XL Bim block = -2
  GSH fluor = 23
  Bcl-2 Bim block = -2
  ABCB1 block = 0.6
  Bfl-1 Bim block = -8
  Avidin fluor = 9
  ABCG2 inh = 1

> Cc1ccc(C(=O)NCC(=O)OCC(=O)/C=C2\N(C)c3ccccc3C2(C)C)cc1C
  Bcl-B Bim block = -11
  RGS7-Gao = 94
  RGS4-Gao reg = 94
  Bcl-W Bim block = -5
  Bcl-XL Bim block = -9
  GSH fluor = 11
  Bcl-2 Bim block = -1
  ABCB1 block = 0.5
  Bfl-1 Bim block = -1
  Avidin fluor = 6
  ABCG2 inh = 3

The list continues:
SMILES	Bcl-B Bim block	RGS7-Gao	RGS4-Gao reg	Bcl-W Bim block	Bcl-XL Bim block	GSH fluor	Bcl-2 Bim block	ABCB1 block	Bfl-1 Bim block	Avidin fluor	ABCG2 inh
CCN(c1ccccc1)S(=O)(=O)c1cc(C(=O)Nc2ccc(Br)cc2)ccc1F	-2	101	102	1	-4	23	-3	-0.1	-4	6	20
O=S(=O)(NCc1cccnc1)c1cc(Cl)ccc1Cl	0	92	103	-1	1	7	-1	0.7	0	16	2
Cc1nn(CCc2nn[nH]n2)c2nc(C(F)(F)F)cc(C(F)(F)F)c12	0	96	99	-1	0	13	0	0.2	0	37	1
COc1ccccc1C(=O)CSc1n[nH]c(N)n1	-3	97	99	0	-2	15	-5	0.2	-4	8	0
O=C(O)c1ccc(OC(F)(F)C(F)C(F)(F)F)cc1 (stereo not given)	-10	99	101	-1	-2	29	-7	0.6	-16	14	3
COc1ccc(-c2nnc(-c3cccnc3)o2)cc1	1	99	96	0	-1	29	-1	-6.4	-3	11	0
CC1(C)Cc2c(C#N)c(NC3CCCCC3)nc(-c3ccco3)c2CO1	-1	92	97	3	1	16	1	-0.1	0	4	-1
CCOc1ccccc1CNn1nnnc1N	-4	101	99	-6	-4	11	-3	1.1	0	12	7
CCCOC(=O)c1ccc(NC(=O)c2ccc(Br)o2)cc1	-2	100	101	-1	-2	5	0	1.2	0	14	7
NC(=O)c1csc(-c2ccncc2)n1	-3	103	102	-1	-2	34	-6	-0.7	-10	14	2
CC(C)(CNC(=S)NCCc1ccccc1)CNC(=S)NCCc1ccccc1	-5	111	88	-3	-8	8	-3	0.3	9	10	7
Cc1ccc(C)c(S(=O)(=O)Nc2ccc3sc(C)nc3c2)c1	-3	106	105	-3	-3	15	-22	0.2	2	21	0
CCOc1cccc(-c2nnc3n2N=C(c2cc(OC)ccc2OC)CS3)c1	-4	102	105	5	-3	10	-8	1.9	-6	10	8
Cc1cccc(CN2CCN(C(=S)Nc3ccccc3)CC2)c1	-6	103	101	-3	-4	15	-9	0.2	-10	10	1
Cc1ccc2cc(C(c3nnnn3Cc3ccccc3)N3CCc4ccccc43)c(=O)[nH]c2c1 (stereo not given)	-1	114	118	1	-3	10	0	1.4	0	19	3
Cc1c(N2C(=O)CS/C2=N\N=C\c2ccccc2O)c(=O)n(-c2ccccc2)n1C	3	91	91	3	1	15	0	0.7	0	11	2
COc1ccc(-c2ccc(OC)cc2)cc1	-4	.	.	-3	-2	19	-12	0.4	0	.	1
Cc1nn(-c2cccc(C(=O)O)c2)c(C)c1Oc1ccccc1O	2	99	95	2	1	10	0	0.3	0	21	1
O=C(NCCN1CCOCC1)c1cc2ccccc2o1	-4	105	104	4	-8	36	-5	0.4	-8	5	1
CCOc1ccc(Oc2cc(C)nc(SC)n2)nn1	0	92	90	0	-2	11	0	0.9	2	14	4
CCCc1cc2c(=O)c(-c3cscn3)c(C(=O)OCC)oc2cc1O	7	99	101	1	0	22	6	1.8	7	12	20
CCC(Oc1cc(Cl)ccc1Cl)C(=O)NNC(=O)CCC(=O)O (stereo not given)	-4	81	80	-2	-3	11	0	3.9	0	1	9
O=c1oc2ccccc2cc1-c1ccc(O)cc1O	-6	97	96	-4	-5	11	-2	0.2	-3	5	12
COCCNC(=S)N/N=C(\C)c1cccc(C(F)(F)F)c1	1	100	98	-1	-2	12	0	-1.0	3	9	21
CC(C)OC(=O)/C(=C/c1cccnc1)NC(=O)c1ccccc1	-9	95	90	-6	-6	16	-6	0.9	-14	7	12
CCS(=O)(=O)n1nc(-c2ccccc2)nc1SCc1ccccc1	-11	99	98	-1	-5	39	-12	0.2	-11	14	3
